# Compound activity (PubChem)
# NSD2 block = inhibitors of human NSD2 methyltransferase; inhibition, % at 12.5 µM; AID 624260; hit rate 0.07% among 44,000; NSD2-SET H3K36me1 DELFIA fluorescence, biochemical; O96028; in the data active = inhibition above about 54%, passing the limit was not always enough;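 note: inhibitors reduce the monomethyl H3K36 fluorescence signal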
# Target sequence (O96028 whole entry, looked up): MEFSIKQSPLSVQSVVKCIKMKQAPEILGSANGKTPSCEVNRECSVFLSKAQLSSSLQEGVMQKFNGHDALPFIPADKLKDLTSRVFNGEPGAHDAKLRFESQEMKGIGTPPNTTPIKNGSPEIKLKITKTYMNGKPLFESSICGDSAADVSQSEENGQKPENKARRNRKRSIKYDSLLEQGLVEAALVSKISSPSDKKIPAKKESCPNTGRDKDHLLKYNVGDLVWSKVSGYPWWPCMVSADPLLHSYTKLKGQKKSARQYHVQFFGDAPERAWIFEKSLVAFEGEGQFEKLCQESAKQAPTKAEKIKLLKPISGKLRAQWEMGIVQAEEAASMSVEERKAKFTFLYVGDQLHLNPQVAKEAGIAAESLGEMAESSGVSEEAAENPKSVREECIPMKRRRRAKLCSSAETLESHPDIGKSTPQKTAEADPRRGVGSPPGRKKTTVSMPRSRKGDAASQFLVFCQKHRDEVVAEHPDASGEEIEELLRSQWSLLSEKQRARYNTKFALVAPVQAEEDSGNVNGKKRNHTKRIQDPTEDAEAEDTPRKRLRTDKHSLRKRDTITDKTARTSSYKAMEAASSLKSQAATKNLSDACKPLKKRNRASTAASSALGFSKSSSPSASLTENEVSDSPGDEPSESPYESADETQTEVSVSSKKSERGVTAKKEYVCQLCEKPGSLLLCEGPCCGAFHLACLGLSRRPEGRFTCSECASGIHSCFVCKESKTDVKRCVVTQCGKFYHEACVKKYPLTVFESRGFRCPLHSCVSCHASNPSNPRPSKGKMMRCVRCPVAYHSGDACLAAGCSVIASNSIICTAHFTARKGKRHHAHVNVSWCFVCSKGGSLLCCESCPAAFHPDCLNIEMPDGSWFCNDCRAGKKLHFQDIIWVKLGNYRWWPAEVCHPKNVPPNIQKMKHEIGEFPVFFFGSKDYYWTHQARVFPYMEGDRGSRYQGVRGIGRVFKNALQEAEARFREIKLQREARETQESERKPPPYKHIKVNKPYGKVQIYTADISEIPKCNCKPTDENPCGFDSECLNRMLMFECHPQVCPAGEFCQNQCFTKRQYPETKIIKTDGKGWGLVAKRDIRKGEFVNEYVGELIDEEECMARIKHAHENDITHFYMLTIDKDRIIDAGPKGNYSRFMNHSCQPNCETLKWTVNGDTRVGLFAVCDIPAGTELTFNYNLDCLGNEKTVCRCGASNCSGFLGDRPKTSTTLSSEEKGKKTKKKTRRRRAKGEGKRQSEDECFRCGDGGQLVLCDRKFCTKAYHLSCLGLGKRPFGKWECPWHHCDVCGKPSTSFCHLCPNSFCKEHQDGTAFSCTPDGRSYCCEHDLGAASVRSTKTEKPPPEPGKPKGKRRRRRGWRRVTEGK
# * marks the source's active call; other numbers are inactive results. These rows are one share of the data; count on the stated rates, not on these rows.
NSD2 block,Compound
6,C[C@H](CO)N1C[C@H](C)[C@H](CN(C)Cc2ccncc2)OCCCC[C@H](C)Oc2ccc(NC(=O)CCC(F)(F)F)cc2C1=O
-3,C[C@H]1CN([C@@H](C)CO)C(=O)Cc2cc(NS(=O)(=O)c3ccc(F)cc3)ccc2O[C@@H]1CN(C)C(=O)Nc1ccccc1
6,C[C@H]1CN([C@@H](C)CO)C(=O)c2cccc(NS(C)(=O)=O)c2O[C@@H]1CN(C)CC1CC1
-3,CCCC1OC2CC3C4CCC5=CC(=O)C=CC5(C)C4C(O)CC3(C)C2(C(=O)CO)O1 (stereo not drawn)
-4,C=CCOC(=O)[C@H]1[C@@H]2C(=O)O[C@@H](c3ccccc3)[C@@H](c3ccccc3)N2[C@@H](c2ccc(OCCOC(=O)[C@@H]3C[C@@H]4C(=O)N5CCC[C@H]5C(=O)N4[C@@H]3c3cccc(OCCO)c3)cc2)[C@]12C(=O)Nc1ccc(I)cc12
0,COc1cc(/C=N/NC(=O)c2ccccn2)ccc1O
6,C[C@@H]1CN([C@@H](C)CO)C(=O)c2cccc(NC(=O)c3ccncc3)c2O[C@H]1CN(C)Cc1ccncc1
-3,Cc1noc(C)c1NC(=O)Nc1cccc2c1O[C@@H](CN(C)C(=O)Nc1ccc(F)cc1)[C@@H](C)CN([C@@H](C)CO)C2=O
5,COc1ccc(NC(=O)N(C)C[C@@H]2Oc3c(NC(=O)c4cc(C)nn4C)cccc3C(=O)N([C@@H](C)CO)C[C@@H]2C)cc1
-1,Cc1cc(C(=O)Nc2cccc3c2O[C@@H](CN(C)C(=O)NC2CCCCC2)[C@H](C)CN([C@H](C)CO)C3=O)n(C)n1
-9,Cc1ccc(S(=O)(=O)Nc2ccc3c(c2)CC(=O)N([C@H](C)CO)C[C@@H](C)[C@H](CN(C)Cc2ccc(Cl)c(Cl)c2)O3)cc1
15,Cc1noc(C)c1S(=O)(=O)N(C)C[C@H]1OCCCC[C@@H](C)Oc2ccc(NS(C)(=O)=O)cc2C(=O)N([C@H](C)CO)C[C@@H]1C
11,COc1ccc(NC(=O)N(C)C[C@@H]2Oc3ccc(NS(=O)(=O)c4ccccc4)cc3CC(=O)N([C@@H](C)CO)C[C@H]2C)cc1
-5,CC[C@@]1(O)C(=O)OCc2c1cc1n(c2=O)Cc2cc3cc(O)ccc3nc2-1
-1,C[C@@H]1CN([C@@H](C)CO)C(=O)c2cc(-c3cncnc3)cnc2O[C@@H]1CN(C)C(=O)Cc1ccccn1
2,Cc1noc(C)c1S(=O)(=O)Nc1ccc2c(c1)C(=O)N([C@@H](C)CO)C[C@H](C)[C@H](CN(C)Cc1ccccc1)O2
1,C[C@H]1CN([C@@H](C)CO)C(=O)Cc2cc(NC(=O)Cc3cn(C)c4ccccc34)ccc2O[C@H]1CN(C)S(=O)(=O)c1ccccc1
2,C/C=C/c1ccc2c(c1)O[C@@H](CN(C)C(=O)CC)[C@@H](C)CN([C@@H](C)CO)S2(=O)=O
-11,C[C@@H]1CN([C@H](C)CO)C(=O)c2ccccc2-c2ccccc2CO[C@@H]1CN(C)Cc1ccccc1
16,CO[C@@H](CN(C)S(=O)(=O)c1ccc(C)cc1)[C@@H](C)CN(Cc1ccccc1Cl)[C@@H](C)CO
-3,C[C@@H]1CN([C@H](C)CO)C(=O)Cc2cc(NS(=O)(=O)c3ccc(F)cc3)ccc2O[C@H]1CN(C)Cc1ccc(Oc2ccccc2)cc1
2,C[C@H](CO)N1C[C@H](C)[C@H](CN(C)Cc2ccccc2)Oc2ccc(NS(=O)(=O)c3cn(C)cn3)cc2C1=O
1,CCCN(C)C[C@@H]1Oc2ncc(Br)cc2C(=O)N([C@H](C)CO)C[C@H]1C
1,CC(C)NC(=O)Nc1ccc2c(c1)C(=O)N([C@@H](C)CO)C[C@@H](C)[C@H](CN(C)Cc1ccccc1)OCCCC[C@H](C)O2
5,C[C@@H]1CN([C@@H](C)CO)C(=O)c2cccc(NS(=O)(=O)c3cn(C)cn3)c2O[C@@H]1CN(C)C(=O)Nc1ccc2c(c1)OCO2
5,O=C(C1=C[C@@H](C2CCCCC2)C[C@@H](OCCCCO)O1)N1CCN(Cc2ccccc2)CC1
-4,C[C@H](CO)N1C[C@H](C)[C@@H](CN(C)Cc2ccc(Cl)c(Cl)c2)Oc2ccc(NS(=O)(=O)c3ccc(F)cc3)cc2C1=O
2,COCCOC(=O)N1C(=O)[C@@]2(c3ccccc31)[C@H](C(=O)Nc1nc3ccccc3s1)[C@H]1C(=O)O[C@H](c3ccccc3)[C@H](c3ccccc3)N1[C@@H]2c1ccccc1OCCO
-3,CCCC#Cc1ccc2c(c1)O[C@@H](CN(C)C(=O)CC)[C@H](C)CN([C@@H](C)CO)S2(=O)=O
-11,[N-]=[N+]=NCc1ccccc1C[C@@]1(C(=O)NCC(O)CO)N=C(c2ccc(OCCCO)cc2)O[C@@H]1c1ccccc1 (stereo partly drawn)

# Exported field by field: 3 of the compounds above
smiles: COCCOC(=O)N1C(=O)[C@@]2(c3ccccc31)[C@H](C(=O)Nc1nc3ccccc3s1)[C@H]1C(=O)O[C@H](c3ccccc3)[C@H](c3ccccc3)N1[C@@H]2c1ccccc1OCCO
  NSD2 block = 2

smiles: CCCC#Cc1ccc2c(c1)O[C@@H](CN(C)C(=O)CC)[C@H](C)CN([C@@H](C)CO)S2(=O)=O
  NSD2 block = -3

smiles: [N-]=[N+]=NCc1ccccc1C[C@@]1(C(=O)NCC(O)CO)N=C(c2ccc(OCCCO)cc2)O[C@@H]1c1ccccc1 (stereo partly drawn)
  NSD2 block = -11

# Two compounds picked at random from those above, as already listed:
NSD2 block,Compound
-4,C[C@H](CO)N1C[C@H](C)[C@@H](CN(C)Cc2ccc(Cl)c(Cl)c2)Oc2ccc(NS(=O)(=O)c3ccc(F)cc3)cc2C1=O
-11,C[C@@H]1CN([C@H](C)CO)C(=O)c2ccccc2-c2ccccc2CO[C@@H]1CN(C)Cc1ccccc1

# Going on with the list:
NSD2 block,Compound
2,Cc1noc(C)c1NC(=O)N(C)C[C@H]1Oc2c(NS(=O)(=O)c3ccccc3)cccc2C(=O)N([C@@H](C)CO)C[C@@H]1C
-14,CC(C)CC#Cc1ccc2c(c1)O[C@@H](CN(C)C(=O)Cc1ccncc1)[C@@H](C)CN([C@@H](C)CO)S2(=O)=O
-3,COC(=O)CCCCCCC(=O)N/N=C/CCCC1OCC(C)(C)CO1
-6,N#Cc1sc2c(c1OC(=O)c1cccs1)c(=O)n(-c1ccccc1)c(=S)n2-c1ccccc1
1,C[C@@H]1CN([C@@H](C)CO)C(=O)c2cc(C3=CCCCC3)cnc2O[C@H]1CN(C)C(=O)CN1CCOCC1
-2,Oc1ccc(Nc2nc(-c3ccc(Cl)cc3)cs2)cc1
-3,C[C@@H]1CN([C@H](C)CO)C(=O)c2cc(C#CC3CCCCC3)cnc2O[C@@H]1CN(C)C(=O)C1CCCCC1
-3,C[C@H]1CN([C@@H](C)CO)C(=O)c2cccc(NC(=O)C3CCCCC3)c2O[C@@H]1CN(C)Cc1ccc(C(=O)Nc2ccccc2N)cc1
-2,C/C=C/c1ccc2c(c1)O[C@@H](CN(C)CC1CCOCC1)[C@H](C)CN([C@@H](C)CO)S2(=O)=O
2,CNC[C@H]1Oc2ccc(NC(=O)CCC(F)(F)F)cc2C(=O)N([C@@H](C)CO)C[C@H]1C
1,C[C@H]1CCCCO[C@@H](CN(C)C(=O)Nc2ccc3c(c2)OCO3)[C@@H](C)CN([C@@H](C)CO)C(=O)c2cc(NC(=O)Nc3ccc(C(F)(F)F)cc3)ccc2O1
9,C[C@H](CO)N1C[C@H](C)[C@H](CN(C)Cc2ccc(C(=O)O)cc2)Oc2cc(C#CCC3CCCC3)ccc2S1(=O)=O
4,Cc1cc(C(=O)Nc2cccc3c2O[C@H](CN(C)C(=O)Nc2ccccc2)[C@@H](C)CN([C@H](C)CO)C3=O)n(C)n1
-2,C[C@@H]1CN([C@@H](C)CO)C(=O)c2cc(NC(=O)Cc3cn(C)c4ccccc34)ccc2O[C@@H]1CN(C)Cc1ccc(Oc2ccccc2)cc1
-9,C[C@H](CO)N1C[C@H](C)[C@H](CN(C)CC2CC2)Oc2cc(C#Cc3cccc(F)c3)ccc2S1(=O)=O
-4,C[C@@H]1CN([C@H](C)CO)C(=O)Cc2cc(NC(=O)NC3CCCCC3)ccc2O[C@@H]1CN(C)C
-2,CC1CNCCN1S(=O)(=O)c1cccc2cnccc12 (stereo not drawn)
2,C[C@H](CO)N1C[C@H](C)[C@@H](CN(C)S(=O)(=O)c2ccc(F)cc2)Oc2c(NS(C)(=O)=O)cccc2C1=O
-2,COc1ccc(S(=O)(=O)N[C@@H]2C=C[C@H](CC(=O)NCCc3ccccc3)O[C@H]2CO)cc1
0,C[C@H]1CN([C@@H](C)CO)C(=O)Cc2cc(NS(=O)(=O)c3cccs3)ccc2O[C@H]1CN(C)S(C)(=O)=O
-2,C[C@@H]1CN([C@H](C)CO)C(=O)c2cccc(NS(=O)(=O)c3ccccc3)c2O[C@@H]1CN(C)C(=O)NC1CCCCC1
2,O=C(CN1C(=O)c2ccccc2C1=O)Nc1ccc2c(c1)C(=O)NC2=O
9,C[C@@H]1CN([C@@H](C)CO)C(=O)c2cccc(NC(=O)C3CCOCC3)c2O[C@@H]1CN(C)C(=O)Nc1cccc2ccccc12
-8,C[C@@H](O)C#Cc1cnc2c(c1)C(=O)N([C@@H](C)CO)C[C@H](C)[C@@H](CN(C)C(=O)c1ccc(F)cc1)O2
8,COc1ccc(S(=O)(=O)Nc2ccc3c(c2)CC(=O)N([C@@H](C)CO)C[C@H](C)[C@H](CN(C)C(=O)Nc2ccc4c(c2)OCO4)O3)cc1
-2,Cc1noc(C)c1NC(=O)Nc1ccc2c(c1)C(=O)N([C@H](C)CO)C[C@@H](C)[C@@H](CN(C)S(=O)(=O)c1ccccc1)O2
1,C[C@@H]1CN([C@H](C)CO)C(=O)c2cc(C#CCN(C)C)cnc2O[C@H]1CN(C)Cc1ccccc1
-4,C[C@@H]1CN([C@H](C)CO)S(=O)(=O)c2ccc(C3=CCCC3)cc2O[C@@H]1CN(C)S(C)(=O)=O
4,O=C(C[C@@H]1C[C@H]2c3cc(NC(=O)Nc4ccccc4)ccc3O[C@H]2[C@H](CO)O1)NCC(F)(F)F
-6,O=C(N/N=C/c1ccc(O)c2ccccc12)c1ccccc1O

# Single entries from the list:
# Value for C[C@H](CO)N1C[C@H](C)[C@@H](CN(C)S(=O)(=O)c2ccc(F)cc2)Oc2c(NS(C)(=O)=O)cccc2C1=O in NSD2 block: 2
# Value for C[C@@H]1CN([C@H](C)CO)C(=O)Cc2cc(NC(=O)NC3CCCCC3)ccc2O[C@@H]1CN(C)C in NSD2 block: -4
# Value for O=C(CN1C(=O)c2ccccc2C1=O)Nc1ccc2c(c1)C(=O)NC2=O in NSD2 block: 2
# Value for Cc1noc(C)c1NC(=O)N(C)C[C@H]1Oc2c(NS(=O)(=O)c3ccccc3)cccc2C(=O)N([C@@H](C)CO)C[C@@H]1C in NSD2 block: 2

# (next part)
NSD2 block,Compound
-5,COc1ccc(S(=O)(=O)Nc2ccc3c(c2)C(=O)N([C@H](C)CO)C[C@@H](C)[C@H](CN(C)S(=O)(=O)c2ccc(OC)cc2)O3)cc1
4,C[C@@H]1CN([C@@H](C)CO)C(=O)c2cc(NC(=O)c3ccncc3)ccc2O[C@@H]1CN(C)Cc1ccc(C(F)(F)F)cc1
9,CCC(=O)N(C)C[C@H]1Oc2cc(-c3ccc(F)cc3)ccc2S(=O)(=O)N([C@@H](C)CO)C[C@H]1C
0,C[C@H]1CN([C@@H](C)CO)C(=O)c2cc(C#CCN(C)C)cnc2O[C@H]1CN(C)C(=O)CCN1CCCCC1
-3,C[C@H](CO)N1C[C@H](C)[C@@H](CN(C)S(=O)(=O)c2ccc(Cl)cc2)Oc2ccc(NS(=O)(=O)c3ccc(F)cc3)cc2C1=O
2,C[C@@H]1CN([C@@H](C)CO)S(=O)(=O)c2ccc(-c3ccccc3)cc2O[C@H]1CN(C)C
0,Cc1cc(C(=O)Nc2cccc3c2O[C@H](CN(C)S(=O)(=O)c2cccs2)[C@H](C)CN([C@H](C)CO)C3=O)n(C)n1
-2,CCC(=O)N(C)C[C@@H]1Oc2cc(C#CC(C)C)ccc2S(=O)(=O)N([C@@H](C)CO)C[C@H]1C
-6,Cc1noc(C)c1NC(=O)N(C)C[C@H]1Oc2cc(C#CCC(C)C)ccc2S(=O)(=O)N([C@H](C)CO)C[C@@H]1C
7,COc1ccc(NC(=O)Nc2cccc3c2O[C@H](CN(C)S(C)(=O)=O)[C@@H](C)CN([C@@H](C)CO)C3=O)cc1
3,Cc1noc(C)c1NC(=O)N(C)C[C@@H]1OCCCC[C@@H](C)Oc2ccc(NC(=O)NC3CCCCC3)cc2C(=O)N([C@H](C)CO)C[C@H]1C
4,O=C(CCCCCCC(=O)N/N=C/c1cccnc1)NO
0,C[C@@H]1CN([C@H](C)CO)C(=O)c2cc(C#Cc3cccc(F)c3)cnc2O[C@H]1CN(C)C(=O)C1CCCCC1
3,CCCN(C)C[C@H]1Oc2cc(C3=CCCC3)ccc2S(=O)(=O)N([C@@H](C)CO)C[C@@H]1C
12,CCC(=O)N(C)C[C@H]1Oc2ncc(C#CCC3CCCC3)cc2C(=O)N([C@@H](C)CO)C[C@@H]1C
1,C[C@H](CO)N1C[C@H](C)[C@H](CN(C)C)OCCCC[C@H](C)Oc2ccc(NS(=O)(=O)c3ccccc3)cc2C1=O
-3,C[C@H](CO)N1C[C@H](C)[C@@H](CN(C)S(=O)(=O)c2cn(C)cn2)Oc2ccc(NC(=O)Nc3ccc4c(c3)OCO4)cc2CC1=O
-4,COC(=O)c1cn(-c2cccc(N)c2)nn1
2,COc1ccc(CNC(=O)C[C@H]2C[C@H]3c4cc(NC(=O)CN(C)C)ccc4O[C@H]3[C@@H](CO)O2)cc1
5,Cc1noc(C)c1NC(=O)Nc1cccc2c1O[C@H](CN(C)Cc1ccccc1)[C@H](C)CN([C@H](C)CO)C2=O
-3,C[C@@H]1CN([C@H](C)CO)C(=O)c2cc(/C=C/c3ccccc3)cnc2O[C@H]1CN(C)C(=O)c1ccc(F)cc1
-4,C[C@H](CO)N1C[C@H](C)[C@@H](CN(C)C(=O)Cc2cccnc2)Oc2ncc(C#CC3(O)CCCC3)cc2C1=O
2,Cc1noc(C)c1S(=O)(=O)Nc1ccc2c(c1)C(=O)N([C@H](C)CO)C[C@H](C)[C@@H](CN(C)S(=O)(=O)c1c(C)noc1C)OCCCC[C@@H](C)O2
